NCF1 inh = p47phox/p22phox peptide binding inhibitors, primary screen, biochemical, uHTS, NADPH oxidase regulatory subunit. Neutrophil cytosol factor 1 (Homo sapiens), P14598. fluorescence polarization, 2 h. inhibition, % at 24.7 µM. 220,000 compounds, 0.53% hits. AID 1274, 2008;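 active = inhibition above about 30%, limit read from the data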;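 note: 0% = p47phox with labelled peptide and 100% = labelled peptide alone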
Target sequence (P14598 whole entry, looked up): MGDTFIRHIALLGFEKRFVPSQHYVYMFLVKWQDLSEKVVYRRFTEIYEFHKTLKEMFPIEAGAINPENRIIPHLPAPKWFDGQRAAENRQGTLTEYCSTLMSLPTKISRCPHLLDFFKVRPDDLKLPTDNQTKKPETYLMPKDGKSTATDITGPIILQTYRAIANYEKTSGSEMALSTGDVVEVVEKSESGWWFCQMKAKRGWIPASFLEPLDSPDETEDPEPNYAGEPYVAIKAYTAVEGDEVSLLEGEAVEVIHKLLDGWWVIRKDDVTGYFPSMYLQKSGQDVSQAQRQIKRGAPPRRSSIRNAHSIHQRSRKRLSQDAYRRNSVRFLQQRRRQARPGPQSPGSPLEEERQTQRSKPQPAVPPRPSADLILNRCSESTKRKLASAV
Runt-SMMHC FRET = inhibitors of RUNX1 Runt–CBFb-SMMHC binding, primary screen, biochemical, FRET, Cerulean-Runt, Venus-CBFb-SMMHC, uHTS | Runt-related transcription factor 1 (Homo sapiens) + Core-binding factor subunit beta … | Cerulean-Runt/Venus-CBFb-SMMHC FRET ratio 530/480, 1 h | 220,000 compounds, 0.74% hits | inhibition, % at 20 µM | AID 1434, 2008;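 active = mean inhibition across duplicate retests at 20 µM reaching about 50%, limit read from the data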;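 note: 0% = DMSO wells and 100% = wells with excess untagged CBFb-SMMHC; inhibitors lower the FRET ratio by blocking Runt binding to CBFb-SMMHC; some results filed as inactive read as strong as hits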
CHOP inhibitor = inhibitors of CHOP promoter induction, primary screen, cell-based, unfolded protein response, luciferase reporter; CHO-K1 CHOP-promoter luciferase, tunicamycin-induced, 15-18 h; inhibition, % at 10 µM; 220,000 compounds, 3.8% hits;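 active = compounds that reduced the stress-induced luciferase reporter signal by more than about 70% of percent inhibition, limit read from the data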;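 note: 0% = tunicamycin plus vehicle and 100% = wells without tunicamycin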
Mdm2 ligase inh = MDM2-luciferase reporter signal enhancers, primary screen, MDM2 E3 ligase inhibitor project, cell-based, luminescence, 1536-well. E3 ubiquitin-protein ligase Mdm2 (Homo sapiens), Q00987. cell-based MDM2 ubiquitination luciferase reporter, 2 h; 0 = plate control, 100 = twice control, blank-subtracted. signal enhancement, % at 5 µM. 210,000 compounds, 0.11% hits;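 active = signal enhancement of 30% or more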;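 note: luminescence tracks abundance of the self-degrading MDM2-luciferase fusion protein; higher signal means inhibition of MDM2 E3 ligase activity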
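Test system: stable mammalian line carrying autodegrading MDM2–luciferase fusion reporter; quantity: 2000 cells in each well; times: 4 h cell settling then 2 h compound exposure, 37 °C; detection: luminescence with SteadyLite reagent, 15 min at room temperature; evaluation: percent signal gain over controls, blank-subtracted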
PPC-1+TRAIL kill = compounds killing PPC-1 cancer cells with TRAIL present, primary screen, TRAIL potentiator project, ATPLite luminescence, uHTS; PPC-1 cells + TRAIL, ATPLite viability luminescence; cell killing (% activity), % at 4 µM; 220,000 compounds, 0.41% hits; AID 1443, 2008;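 active = cell killing above 50% in the first pass at 4 µM, then a duplicate retest at 5 µM averaging 50% or more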;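 note: plate controls were cells with TRAIL plus DMSO for no effect and medium-only wells lacking cells for full effect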
EBV gp42 block = Epstein-Barr virus gp42 inhibitors, primary screen, biochemical, uHTS, fluorescence polarization; AID 1085, 2008; 220,000 compounds, 0.42% hits; inhibition, % (tested at 21.74 µM); Fluorescence polarization binding assay, mP read-out; in the data active = inhibition above about 50%
Target sequence (Q1HVG2 whole entry, looked up): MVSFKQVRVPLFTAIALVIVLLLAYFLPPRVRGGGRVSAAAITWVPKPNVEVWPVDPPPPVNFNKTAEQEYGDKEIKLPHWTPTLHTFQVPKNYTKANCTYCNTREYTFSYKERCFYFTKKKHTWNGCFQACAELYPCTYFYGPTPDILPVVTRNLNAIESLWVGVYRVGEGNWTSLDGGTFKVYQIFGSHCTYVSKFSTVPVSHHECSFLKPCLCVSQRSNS
TRPML3 agonist = human TRPML3 channel agonists, primary screen, cell-based, HEK293 TRPML3-YFP, Fluo-8 calcium fluorescence, 3 µM; Mucolipin-3 (Homo sapiens), Q8TDD5; 220,000 compounds, 0.29% hits; activation, % at 3 µM; 100% = the carbachol control signal;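 active = activation above its plate's cutoff, the mean activation of the plate's test wells plus 3 SD, cut at about 12% in these data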;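 note: 0% = DMSO only wells and 100% = carbachol wells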
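Test system: TRPML3-YFP stable HEK293 cells. Doses: single point at 3 µM. Incubation: dye loading 1 h 37 °C then 30 min ambient, 125 s read. Signal: Fluo-8 calcium dye fluorescence, ex 470-495, em 515-575 nm. Measure: percent activation from peak-to-basal fluorescence ratio, scaled between DMSO and carbachol.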
TNF death inh = inhibitors of TNF-alpha triggered necroptosis, primary screen, cell-based, Jurkat FADD-/-, single concentration; Jurkat FADD-/- TNF necroptosis rescue, ATP luminescence, 24 h; 0 = TNF only, 100 = no-TNF cells; activation (protection from cell death), % at 10 µM; 220,000 compounds, 0.068% hits; AID 463075, 2010;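 active = activation, meaning protection from cell death, of at least 50% relative to plate controls; inactive = activation below 50%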;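 note: necroptosis triggered by 40 ng/mL TNF-alpha added together with compound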
zfTRPN1 agonist = zebrafish TRPN1 channel agonists, primary screen, cell-based, HEK293, calcium fluorescence. HEK293 zebrafish TRPN1-YFP, Fluo-8 calcium fluorescence; 100% = response to 87 µM carbachol. activation, % at 3 µM. 220,000 compounds, 0.18% hits. AID 1424, 2008;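 active = activation above its plate's cutoff, the mean activation of test wells on that plate plus 3 SD, cut at about 19% in these data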;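 note: 0% = DMSO alone and 100% = 87 µM carbachol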
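Material – zebrafish TRPN1-YFP in HEK293 cells · Doses – 3 µM single point · Schedule – dye 1 h 37 °C plus 30 min RT · Signal – Fluo-8 calcium fluorescence, excitation 470-495 nm, emission 515-575 nm · Read-out – % activation versus carbachol response · Control set – carbachol high, DMSO low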
* hit, by the source's call; nt = not tested or not shown; [ ] = another dose, or the depositor's remark.

Results follow in this order: zfTRPN1 agonist	EBV gp42 block	NCF1 inh	TNF death inh	PPC-1+TRAIL kill	Mdm2 ligase inh	TRPML3 agonist	Runt-SMMHC FRET	CHOP inhibitor
1	COc1cc(C(=O)Nc2ccc(N(C)C)cc2)cc(OC)c1OC
→ 0.5	-24	-13	-4.3	-13	-13	0.8	-1	16
2	CCCCCCCCc1nnc(NC(=O)c2ccco2)s1
→ -1.1	-23	-66	-0.2	15	-2	0.0	-1	52
3	COc1ccc(-c2nnc(SCC(=O)c3[nH]c(C)c(C(C)=O)c3C)o2)cc1
→ 2.1	-16	-21	-4.7	10	-11	1.1	0	34
4	O=c1cc(CSc2nnnn2-c2ccc(O)cc2)nc2sccn12
→ 1.3	4	-13	-0.6	19	-18	1.0	-8	26
5	C=CCn1c(SCC(=O)c2ccc(Br)cc2)nnc1C(CC(C)C)NC(=O)c1cccs1 (centres undefined)
→ -1.0	-14	-12	0.0	15	-9	-0.1	1	45
6	COCCn1c(-c2ccc(Cl)cc2)cnc1SCC(=O)NCCc1ccc(OC)c(OC)c1
→ 3.9	-4	-5	0.6	2	-9	1.2	0	-3
7	CCc1ccc(NC(=O)C(=O)NCCN2CCN(S(C)(=O)=O)CC2)cc1
→ 0.8	-14	-3	-0.1	-3	2	0.8	-2	37
8	CCOP(=O)(OCC)C(NC(=O)c1ccc(OC)cc1)c1ccccc1 (centres undefined)
→ -0.1	2	-7	-0.1	0	-2	0.2	-1	9
9	CCOC(=O)/C(C#N)=N/Nc1ccccc1C(=O)O
→ 1.4	-1	-15	4.2	5	-4	0.2	2	-32
10	Cc1c(NC(=O)C(C)Sc2ccc3ccccc3n2)c(=O)n(-c2ccccc2)n1C (centres undefined)
→ -1.6	-25	-9	1.9	11	-1	-0.5	-1	7
11	CCOc1ccccc1NC1=NCC(=O)N1Cc1ccc(F)cc1
→ -1.6	-11	2	-0.7	15	-4	-0.6	-1	13
12	Cc1ccc(S(=O)(=O)N2CCN(C(=O)CN3CCN(C)CC3)C2)cc1
→ 2.5	-4	4	0.3	-10	-8	0.2	-5	3
13	Cc1nc2ccc(S(=O)(=O)Nc3ccc(-c4nc5cccnc5s4)cc3)cc2s1
→ 0.4	-15	-49	1.4	0	nt	0.4	nt	-4
14	CCc1cc(=O)oc2cc(OCC=C(C)C)ccc12
→ 0.2	0	10	1.9	20	-8	0.2	1	16
15	CCOc1nc(-c2ccccc2)ccc1-c1noc(-c2ccco2)n1
→ 3.6	-19	-12	-1.3	20	-15	0.4	2	37
16	O=C(Cn1c(=O)n(-c2ccccc2)c(=O)n1CC(=O)N1CCCCC1)N1CCCCC1
→ 1.4	-5	7	0.8	-14	-19	0.6	2	9
17	COCCN(C(=O)c1ccc2ccccc2c1)c1c(N)n(Cc2ccccc2)c(=O)[nH]c1=O
→ -0.8	-7	-18	1.3	15	-19	0.1	2	-17
18	O=C(Nc1cnn(Cc2ccc(Cl)c(Cl)c2)c1)C12CC3CC(CC(C3)C1)C2
→ 0.1	0	4	1.1	24	-5	0.2	-3	7
19	CCOC(=O)/C(C#N)=C/N1CCOCC1
→ 2.7	-9	-8	1.6	10	-1	1.1	-1	17
20	CC1CCN(C(=O)c2ccc(SCc3ccccc3F)c([N+](=O)[O-])c2)CC1
→ 2.1	-5	6	3.1	11	-6	0.9	-5	42
21	Cn1c(Cc2ccccc2)nnc1SCC(=O)Nc1cccc(S(=O)(=O)NC2=NCCCCC2)c1
→ 0.4	3	3	0.2	3	-10	-0.2	-2	3
22	Nc1cccc(-c2nc3ccc(N)cc3s2)c1
→ -0.1	-5	-9	-19	74*[5 µM]	-67	-0.1	31	30
23	CN1CCc2c(sc3ncn4nc(-c5ccccc5O)nc4c23)C1
→ 0.2	3	-15	0.3	7	-5	0.9	125*	-19
24	CC(C)(C)C(=O)N1CCN(c2ncccc2C(F)(F)F)CC1
→ -0.1	-10	-6	-0.8	14	-19	2.0	-4	-9
25	COc1cccc(N2C(=O)C3CCCN3C2c2ccc(Cl)cc2)c1 (centres undefined)
→ 1.1	-15	-28	0.4	32	-17	0.3	-3	3
26	Cc1cccc2nc(C(F)(F)F)nc(=O)n12
→ 0.1	-7	-8	0.2	1	-10	0.8	2	8
27	COC(=O)Cc1ccc(NC(=S)NN2CCOCC2)cc1
→ 1.7	-14	-13	2.0	-27	-2	0.8	1	-6
28	Cc1cc(=O)oc(C)c1C(=O)NCc1ccco1
→ 0.9	-13	-8	-1.8	-4	25	1.2	1	-6
29	Cc1ccc(S(=O)(=O)N2CCOCC2)cc1C(=O)NCc1ccc(F)cc1
→ -0.4	-8	-10	-3.6	3	-19	0.3	1	2
30	Cc1cc(C)n(Cc2cnc(N3CCOCC3)s2)n1
→ 0.5	-9	-10	2.9	-22	-12	0.5	-2	10
31	CC(=O)c1cccc(NC(=O)C(=O)c2cn(CC(=O)N3CCCCC3)c3ccccc23)c1
→ -0.1	13	7	-2.8	27	-16	0.6	-8	-20
32	N#Cc1c(-c2ccccc2)c(-c2ccccc2)nn(CC(=O)NNC(=O)Nc2ccc(Cl)c(Cl)c2)c1=O
→ -0.7	-13	-5	-0.7	30	-15	-0.3	4	13
33	CCOC(=O)c1[nH]c(C)c(C(=O)OCC(=O)N2CCCCC2C)c1C (centres undefined)
→ 0.1	-22	-15	3.9	-1	-15	0.4	4	0
34	Cc1cc(C)nc(NC(=O)c2cnc3sccn3c2=O)n1
→ 0.1	-12	-6	0.1	11	-3	0.5	-1	17
35	COc1ccc(NC(=O)c2cc3c(=O)n4ccccc4nc3n2C)cc1OC
→ 0.2	-14	-9	-1.6	6	-16	0.5	39	78*
36	CCCCn1c(=O)[nH]c(=O)c2c1nc(-c1ccc(C)c([N+](=O)[O-])c1)n2CC
→ -0.5	-13	-6	-2.2	1	-9	-0.8	1	21
37	CC1=NN(C(=O)CSCc2ccccc2)C(O)(c2ccccc2)C1 (centres undefined)
→ -2.4	-3	-1	4.4	9	-6	-0.5	-4	1
38	CC(C)NS(=O)(=O)c1ccc(CCC(=O)NCc2ccc3c(c2)OCO3)cc1
→ -1.2	-12	9	0.4	14	5	2.2	4	15
39	CC(C)(C)NC(=S)NCc1ccco1
→ -0.2	0	-13	0.2	-1	-14	0.3	30	-11
40	CCCCNc1nc(C)c(C(C)=O)cc1C#N
→ -1.9	-13	3	0.1	-14	-2	0.9	-1	23
41	CC(=O)c1sc(N/N=C2\CC3CCC2(C)C3(C)C)nc1C (centres undefined)
→ -2.0	-28	-16	3.0	nt	-3	-0.2	nt	17
42	COc1cccc(NC(=O)CSc2nc3c(sc4ccccc43)c(=O)n2CCN(C)C)c1
→ 0.4	-3	-16	-5.8	-12	-18	0.5	9	3
43	FC(F)(F)c1cnc(N2CCCN(C(=S)Nc3ccccc3)CC2)c(Cl)c1
→ 13	-14	4	-13	10	-5	4.2	-5	19
44	Cc1ccc(S(=O)(=O)N2CCCCC2)c(C)c1NS(C)(=O)=O
→ 0.7	3	-1	0.7	-3	nt	0.1	-2	-10
45	CCn1nnc(NC(=S)NC(=O)c2ccc(-c3cccc(Cl)c3)o2)n1
→ -0.7	8	-38	-0.9	10	-1	-0.3	2	-11
46	Cc1cc(F)ccc1S(=O)(=O)Nc1c(C)n(C)n(-c2ccccc2)c1=O
→ 1.2	-7	-7	0.0	-5	-5	-0.5	2	33
47	COC(=O)c1c(-c2ccc(C)cc2)csc1NC(=O)C1CC=CCC1C(=O)O (centres undefined)
→ 2.7	-7	-3	1.9	-31	-13	6.8	0	1
48	CCOc1ccc(NC(=NCc2ccc3c(c2)OCO3)SC2CC(=O)N(c3ccccc3)C2=O)cc1 (centres undefined)
→ 0.2	-11	6	1.0	-8	-1	0.8	-7	19
49	CN(C(=O)CSc1nnc(-c2cccc(F)c2)n1N)C1CCS(=O)(=O)C1 (centres undefined)
→ 0.9	-10	nt	-0.4	21	nt	0.7	-2	4
50	N#CC(=C=[N-])C1=C(C#N)C(c2ccccc2F)C([n+]2ccccc2)C(O)(C2CC2)N1 (centres undefined)
→ 0.4	-19	-8	-1.8	-3	-4	0.9	-3	8
51	Nn1c(SCc2ccc(F)cc2)nnc1-c1ccncc1
→ 0.5	-2	-1	0.4	-3	-15	0.4	2	-5
52	Clc1ccc(Nc2nc(NCCN3CCOCC3)nc(N3CCOCC3)n2)cc1
→ -0.2	3	-4	4.3	24	-1	0.6	-2	15

2 entries from above, set out differently:
no.	structure	zfTRPN1 agonist	EBV gp42 block	NCF1 inh	TNF death inh	PPC-1+TRAIL kill	Mdm2 ligase inh	TRPML3 agonist	Runt-SMMHC FRET	CHOP inhibitor
47	COC(=O)c1c(-c2ccc(C)cc2)csc1NC(=O)C1CC=CCC1C(=O)O (centres undefined)	2.7	-7	-3	1.9	-31	-13	6.8	0	1
48	CCOc1ccc(NC(=NCc2ccc3c(c2)OCO3)SC2CC(=O)N(c3ccccc3)C2=O)cc1 (centres undefined)	0.2	-11	6	1.0	-8	-1	0.8	-7	19

Screening data (PubChem BioAssay)
